Screening results from PubChem.
GPR7 antagonist = antagonists of human GPR7 (neuropeptides B/W receptor 1). P48145. GPR7-expressing cells, fluorescence antagonist assay. inhibition, % at 4.4 µM. 1.1% of 290,000 active. AID 1861; in the data active means inhibition above about 16%, passing the limit was not always enough;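 further: cells stimulated with the agonist NPW; 0% = agonist with vehicle and 100% = vehicle without agonist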
PfM18AAP inh = PfM18AAP enzyme inhibition. 1.2% of 290,000 active. recombinant PfM18AAP, H-Glu-NHMec fluorogenic cleavage. AID 1822. inhibition, % at 7.35 µM;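 active means inhibition above the campaign mean inhibition over all tested compounds plus 3 SD, cut at about 28% in these data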;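 further: 0% = plate median of test compound wells and 100% = 2 mM ZnCl2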
MEKK2 WT-MEK5 = raises or lowers MEK5 binding to wildtype human MEKK2 PB1 domain; 1.1% of 290,000 active; Q9Y2U5; bead flow cytometry, Alexa488-MEK5 binding to MEKK2 WT; actives lie on both sides; binding response (% of control), % at 10 µM; in the data active means binding response below about 67% or above about 130%
PHOSPHO1 inh = PHOSPHO1 (human) inhibition. recombinant PHOSPHO1, absorbance phosphatase assay. inhibition, % at 13.3 µM. 1.1% of 290,000 active; in the data active means inhibition above about 60%
Target sequence (Q8TCT1 whole entry, looked up): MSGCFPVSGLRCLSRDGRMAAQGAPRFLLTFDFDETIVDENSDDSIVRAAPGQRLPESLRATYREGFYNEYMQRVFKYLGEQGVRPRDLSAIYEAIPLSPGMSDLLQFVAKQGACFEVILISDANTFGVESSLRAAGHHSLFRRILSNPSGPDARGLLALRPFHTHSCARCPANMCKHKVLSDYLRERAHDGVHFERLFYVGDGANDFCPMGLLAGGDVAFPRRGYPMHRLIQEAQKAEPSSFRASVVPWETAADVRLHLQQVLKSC
NALP1 inh = inhibitors of NALP1 inflammasome in yeast; S. cerevisiae NALP1/ASC/caspase-1 growth, X-gal OD620, 72 h; 0.61% of 280,000 active; inhibition, % at 10 µM; in the data active means inhibition mostly above about 24%, no sharp cut-off; inactive means mostly below about 32%; further: some compounds called inactive have numbers as strong as hits
FID counter = displaces DNA intercalator in HCV helicase counter-screen; DNA fluorescent intercalator displacement, fluorescence; inhibition, % at 7.9 µM; 0.17% of 290,000 active; AID 1845; in the data active means inhibition above about 37%;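 further: 0% = vehicle and 100% = reference compound; higher means more ethidium bromide displaced from hairpin DNA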
OXTR ag = agonists of human oxytocin receptor; P30559; activation, % at 3 µM; CHO-OTR cells, Fluo-8 calcium fluorescence; normalized: DMSO 0%, oxytocin 100%; 0.32% of 320,000 active;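 active means activation above the mean of all tested compounds plus 3 SD, cutoff set per screening run, cut at about 20% in these data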;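 further: peak over basal fluorescence ratio from a 100 s FLIPR kinetic read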
MEKK3 PB1 HTS = modulators (inhibitors or enhancers) of MEK5 binding to human MEKK3 PB1 domain | bead-based flow cytometry, Alexa488-MEK5 binding to MEKK3; actives lie on both sides; 0 = blocked by unlabeled MEK5, 100 = vehicle | binding response (% of control), % at 10 µM | 1.4% of 290,000 active;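 active means binding response more than 3 SD above or below the average of its plate-row segment, actives on both sides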;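 further: Alexa488 bead fluorescence after subtracting the streptavidin-only scavenger bead signal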
Target sequence (Q99759 whole entry, looked up, the tested form may be a part): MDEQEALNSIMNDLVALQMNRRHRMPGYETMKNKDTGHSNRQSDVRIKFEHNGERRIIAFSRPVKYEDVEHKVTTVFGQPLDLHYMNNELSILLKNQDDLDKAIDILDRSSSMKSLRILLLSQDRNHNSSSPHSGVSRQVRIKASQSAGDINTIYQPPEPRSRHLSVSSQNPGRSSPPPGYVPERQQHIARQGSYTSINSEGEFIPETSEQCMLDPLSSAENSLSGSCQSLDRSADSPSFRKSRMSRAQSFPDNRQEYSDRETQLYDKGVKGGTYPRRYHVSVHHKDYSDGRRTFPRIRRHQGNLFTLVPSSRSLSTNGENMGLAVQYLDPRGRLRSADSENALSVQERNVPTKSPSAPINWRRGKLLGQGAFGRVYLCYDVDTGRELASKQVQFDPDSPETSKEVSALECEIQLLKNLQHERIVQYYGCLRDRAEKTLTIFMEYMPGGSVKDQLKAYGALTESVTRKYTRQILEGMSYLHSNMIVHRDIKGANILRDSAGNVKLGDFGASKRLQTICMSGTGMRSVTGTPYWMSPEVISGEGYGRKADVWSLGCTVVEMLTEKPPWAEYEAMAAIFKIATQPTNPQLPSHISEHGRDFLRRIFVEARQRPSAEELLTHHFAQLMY
MEKK2 mut-MEK5 = signal of MEK5 binding to mutant human MEKK2 PB1 domain | percent response, % at 10 µM | 0.35% of 290,000 active | bead flow cytometry, Alexa488-MEK5 binding to MEKK2 mutant; in the data active means percent response above about 24%, passing the limit was not always enough; further: inactives centre near 1; some results filed as inactive read as strong as hits; reference of the scale not given here
Starred values were filed as active, the others as inactive; . = not tested or not shown.

No.	structure	GPR7 antagonist	PfM18AAP inh	MEKK2 WT-MEK5	PHOSPHO1 inh	NALP1 inh	FID counter	OXTR ag	MEKK3 PB1 HTS	MEKK2 mut-MEK5
1	O=C(Nc1nc(-c2ccc3c(c2)OCCO3)cs1)C1CCCC1	-12.0	-8.2	80.0	6.6	-20.1	-6.1	-2.2	80.0	-16.0
2	Cc1cc(NC(=O)CSc2nc3c([nH]c4ccccc43)c(=O)n2-c2cccc(C(F)(F)F)c2)no1	3.4	-13.6	91.0	-10.8	17.1	-2.4	.	100.0	-1.0
3	COC(CNc1ncnc2c1cnn2C)OC	-9.5	-0.1	94.0	-5.1	17.7	-1.9	0.5	90.0	-3.0
4	Cc1cc(C)c(C)c(S(=O)(=O)NCCCN2CCCC2=O)c1C	-15.9	4.8	102.0	47.9	0.2	-20.0	1.9	100.0	7.0
5	COC(=O)c1scc(C)c1N/N=C(\C)c1cc(F)c(Cl)cc1F	3.0	0.6	100.0	17.9	42.0*	-1.0	0.2	101.0	-3.0
6	O=C(CNS(=O)(=O)c1ccc(Br)s1)NCc1ccc2c(c1)OCO2	-1.7	2.9	111.0	3.4	20.9	-4.0	1.5	111.0	7.0
7	O=C(N/N=C/c1ccco1)C1CC1	-7.9	-1.1	104.0	2.6	22.0	-5.0	0.4	103.0	2.0
8	COc1ccc(OC)c(NC(=O)CSc2nnc(-c3ccco3)n2-c2ccccc2)c1	-14.1	-8.3	98.0	-6.7	2.1	-32.6	-1.0	101.0	-1.0
9	CCOC(=O)c1c(NC(=S)NC(=O)c2cnn(CC)c2)sc2c1CCC(C)C2 (configuration not stated)	-8.1	-3.5	96.0	55.4	-6.5	-5.1	0.5	98.0	-1.0
10	COc1ccc(CC(=O)N2CCN(S(=O)(=O)c3cccs3)CC2)cc1OC	-12.5	-3.2	94.0	10.6	2.6	-9.4	0.0	93.0	-23.0
11	COc1ccc(C)cc1S(=O)(=O)NC(C)C(=O)Nc1ccc2c(c1)OCO2 (configuration not stated)	-3.6	1.6	99.0	11.0	-27.8	-10.3	-0.6	101.0	-2.0
12	Cn1nc(C(F)(F)F)c(-c2ccccc2)c1NC(=O)c1ccco1	2.5	-16.0	99.0	33.4	-4.4	-1.3	-0.8	101.0	1.0
13	CC(=O)c1cccc(NC(=O)c2noc3c2CCc2ccccc2-3)c1	4.4	-2.1	99.0	6.5	9.4	0.3	0.0	101.0	-3.0
14	COc1ccc(NC(=O)CCn2c(=O)c3cccn3c3ccccc32)cc1	-0.8	-15.1	102.0	11.6	5.2	-34.7	1.9	101.0	2.0
15	Cn1c(=O)oc2cc(S(=O)(=O)NCc3ccc(F)cc3)ccc21	-5.3	0.7	107.0	2.8	-10.0	-0.8	2.0	102.0	8.0
16	CC(C)c1nnc(NC(=O)Cn2nc(-c3ccc4c(c3)OCCO4)ccc2=O)s1	-0.5	-4.3	101.0	18.9	16.4	2.8	0.6	102.0	12.0
17	CCOCCCNC(=O)N[C@@H](C)C(=O)OC	-1.2	-1.3	99.0	-14.7	-3.3	-1.8	0.6	95.0	2.0
18	CCOCC(=O)Nc1nnc(COC)s1	-1.2	-2.2	95.0	7.0	23.5	2.3	-0.6	99.0	-3.0
19	OC(CC#CCN1CCCCC1)(c1ccccc1)c1ccccc1	-7.9	3.0	106.0	13.9	-5.0	7.4	3.1	101.0	2.0
20	CN(C(=O)c1c[nH]c(=O)cc1C(F)(F)F)c1ccc(Cl)cc1	-12.0	-8.4	101.0	12.9	16.8	-10.0	0.0	104.0	2.0
21	Cc1ccc(C2=CSC3=NCCN23)c(C)c1	9.9	-8.3	102.0	56.7	5.7	0.5	1.1	102.0	2.0
22	CCC(c1nnnn1Cc1ccccc1)N1CCN(c2ccccc2)CC1 (configuration not stated)	16.1	-7.5	95.0	-3.4	1.8	-25.2	-0.4	94.0	-5.0
23	Cc1nn(CC(=O)NCc2ccc(OC(C)C)cc2)c(=O)c2cc3occc3n12	0.4	-2.7	.	6.3	9.6	-13.6	-1.6	.	.
24	CCc1ccc(NC(=O)c2ccc(C3SCC(=O)N3CCc3ccccc3)cc2)cc1 (configuration not stated)	-1.8	4.9	.	15.0	11.6	-6.7	0.8	.	.
25	Cc1ccnc(NC(=O)CCC(=O)N(CC(=O)NC2CCCCC2)c2ccc3c(c2)OCO3)c1	.	.	104.0	-8.5	25.4	.	-0.3	107.0	8.0
26	NCCNCCNCCN	-9.5	5.7	93.0	3.5	15.0	10.0	0.5	100.0	6.0
27	O=C1Nc2ccccc2C(O)(C(=O)NCc2ccco2)N1c1ccccc1 (configuration not stated)	3.8	2.4	118.0	15.7	3.0	0.0	-0.4	110.0	4.0
28	CC(C)=NOCC(=O)Nn1c(COc2c(C)cccc2C)nc2ccccc2c1=O	25.8*	-5.9	100.0	31.0	9.3	-23.3	1.1	98.0	-4.0
29	Cc1nc2ccccn2c1C(=O)N/N=C/c1ccccc1Cl	-6.2	2.3	103.0	10.6	-0.8	-14.0	-0.2	102.0	1.0
30	CC(SCc1cc(=O)n2c([nH]c3ccccc32)c1C#N)C(=O)O (configuration not stated)	5.8	-7.2	95.0	9.4	20.2	-7.8	1.5	94.0	-6.0
31	Cc1nc(N2CCC(C)CC2)c2c(C)c(C(=O)Nc3cccc(C(F)(F)F)c3)sc2n1	25.0*	8.7	107.0	-0.7	14.1	2.5	0.9	99.0	-4.0
32	Cc1cc2occ(CC(=O)NCc3cccs3)c2cc1C(C)C	-10.7	-0.4	94.0	1.9	37.8	-17.2	-2.5	94.0	-2.0
33	CCn1c2ccc(C)cc2c2nnc(NN)nc21	-7.2	10.9	98.0	-9.3	35.9	-3.6	-0.5	99.0	2.0
34	N=C(N)Sc1nc(N2CCCCC2)nc(N2CCCCC2)n1	1.2	-6.5	102.0	-1.1	-35.5	1.2	-0.6	105.0	2.0
35	COc1cccc(CNC(=O)C2CCC(CNS(=O)(=O)c3cccc4nsnc34)CC2)c1 (configuration not stated)	-5.4	2.9	107.0	6.7	-6.7	-25.9	-0.5	106.0	9.0
36	O=C(NCc1ccccc1)c1ccc(CS(=O)(=O)Cc2ccc(F)cc2)o1	-9.3	0.8	95.0	49.0	3.5	-18.4	15.7	95.0	1.0
37	O=C(NCc1ccc2c(c1)OCO2)c1cc(-c2ccccc2Cl)on1	-4.0	-2.8	107.0	58.3	-3.2	-4.2	1.1	108.0	4.0
38	Cc1c(Cl)cccc1N1C(=O)C(N2C(=O)c3cccc([N+](=O)[O-])c3C2=O)C1c1cccs1 (configuration not stated)	-1.6	-8.1	98.0	-106.3	2.7	-28.4	0.2	100.0	3.0
39	CN(C)c1cccc(C(=O)NCCCSc2ccccc2)c1	2.5	-8.8	105.0	28.7	8.9	-30.2	-1.0	102.0	4.0
40	CNC(=O)c1cc(Cl)c(OC)c(OC)c1	-10.8	10.2	93.0	51.2	22.1	1.0	-0.1	100.0	10.0

Pulled by compound from the list above:
No.	structure	GPR7 antagonist	PfM18AAP inh	MEKK2 WT-MEK5	PHOSPHO1 inh	NALP1 inh	FID counter	OXTR ag	MEKK3 PB1 HTS	MEKK2 mut-MEK5
30	CC(SCc1cc(=O)n2c([nH]c3ccccc32)c1C#N)C(=O)O (configuration not stated)	5.8	-7.2	95.0	9.4	20.2	-7.8	1.5	94.0	-6.0
34	N=C(N)Sc1nc(N2CCCCC2)nc(N2CCCCC2)n1	1.2	-6.5	102.0	-1.1	-35.5	1.2	-0.6	105.0	2.0
23	Cc1nn(CC(=O)NCc2ccc(OC(C)C)cc2)c(=O)c2cc3occc3n12	0.4	-2.7	.	6.3	9.6	-13.6	-1.6	.	.
29	Cc1nc2ccccn2c1C(=O)N/N=C/c1ccccc1Cl	-6.2	2.3	103.0	10.6	-0.8	-14.0	-0.2	102.0	1.0

The list goes on.
No.	structure	GPR7 antagonist	PfM18AAP inh	MEKK2 WT-MEK5	PHOSPHO1 inh	NALP1 inh	FID counter	OXTR ag	MEKK3 PB1 HTS	MEKK2 mut-MEK5
41	CCC(CO)Nc1ncnc2onc(-c3ccc(F)cc3)c12 (configuration not stated)	-4.3	-3.7	109.0	39.4	21.6	-7.0	0.9	104.0	3.0
42	COc1ccc(NC(=O)c2oc3ccccc3c2NC(=O)C2CCCO2)cc1OC (configuration not stated)	7.9	2.5	101.0	37.9	8.5	-33.0	-1.8	107.0	-3.0
43	CSCc1ccc(C(=O)NC(C)c2ccc(-n3ccnc3)cc2)cc1 (configuration not stated)	-6.2	0.5	103.0	21.8	3.8	-10.8	.	104.0	1.0
44	Nc1c(-c2ccccc2)cnn1-c1cccc([N+](=O)[O-])c1	11.2	-6.8	94.0	64.6*	10.5	3.9	-1.4	94.0	-4.0
45	CCCCCn1cnc2c(sc3nc4c(cc32)CSC(C)(C)C4)c1=O	-15.3	3.4	85.0	-18.5	10.9	-13.2	-1.0	101.0	2.0
46	O=c1sc(N2CCN(c3ccc(F)cc3)CC2)nc2ccsc12	-8.4	-14.6	103.0	26.1	7.6	0.8	-0.1	105.0	6.0
47	CCCS(=O)(=O)N1CCC(C(=O)NCCCOC(C)C)CC1	-9.5	-3.8	97.0	18.3	-32.8	-8.2	0.5	97.0	1.0
48	O=C(Nc1ccccn1)c1ccco1	-3.7	-1.3	100.0	41.9	5.5	1.9	0.2	97.0	0.0
49	Cc1ccc(Nc2nc(N)c([N+](=O)[O-])c(N3CCOCC3)n2)cc1	-8.1	-9.0	109.0	-2.4	-5.3	-5.5	-2.5	101.0	11.0
50	O=C(Nc1ccc(F)c(F)c1)C1CCCN(S(=O)(=O)c2cnc[nH]2)C1 (configuration not stated)	-5.5	-5.6	101.0	25.4	7.5	-6.4	-0.5	102.0	1.0
51	CC1CN(c2ccc([N+](=O)[O-])c(NCCOc3ccccc3)c2)CCN1 (configuration not stated)	18.3	2.3	136.0	36.8	5.0	27.1	5.3	106.0	-5.0
52	CC(=O)C(C(C)=O)C(c1ccccc1)c1nc2ccccc2[nH]c1=O (configuration not stated)	10.2	-16.4	103.0	39.4	20.7	-15.1	.	105.0	3.0
53	O=C(N/N=C/c1ccc([N+](=O)[O-])cc1)c1ccccc1OCc1ccccc1	13.3	-15.3	94.0	19.0	-8.8	-8.1	-1.4	103.0	-3.0
54	COc1ccc(CNC2CCCCC2)cc1	-10.8	-7.5	104.0	-12.9	-11.0	4.7	-0.5	101.0	10.0
55	COC(=O)Cn1nc(C)c2ccccc2c1=O	-15.9	3.8	75.0	1.5	-9.4	-0.6	0.3	54.0	3.0
56	CCCCn1c(=O)c(CCC(=O)OCC(=O)NC(=O)NCCOC)nc2ccccc21	-3.1	-12.7	99.0	36.5	-7.3	-22.2	-1.4	103.0	-6.0
57	CCn1c(CCNC(=O)c2ccc(OC)c(OC)c2)nc2ccccc21	4.8	-2.7	102.0	1.1	-6.6	-15.9	-1.0	108.0	1.0
58	Cc1nnc(NS(=O)(=O)c2ccc(Br)cc2)s1	-20.4	-1.0	104.0	29.5	4.9	-3.5	-0.4	94.0	1.0
59	CCSc1cc(C)nc2c(-c3ccccc3)cnn12	-12.1	-3.1	104.0	14.6	10.7	-8.5	-2.8	100.0	9.0
60	Cc1ccccc1OCC(=O)NS(=O)(=O)c1ccc(Cl)cc1	-0.9	-8.1	105.0	9.8	9.7	-21.6	0.4	100.0	1.0
61	O=C(c1nc2ccccn2c1CN1CCCC(c2nc3ccccc3o2)C1)N1CCCC1 (configuration not stated)	-5.2	-6.8	98.0	56.0	7.1	-9.4	-1.4	98.0	-5.0
62	COc1ccc(N2CCN(C(=O)CSc3nnc(C)c(=O)[nH]3)CC2)cc1	-20.9	2.3	90.0	55.3	0.2	7.4	-0.7	90.0	-4.0
63	COC(=O)C1=C(C(=O)OC)[C@@H]2N(Cc3ccccc3)c3ccccc3[C@@]23C[C@@H](C(=O)OC)N(C(=O)COCc2ccccc2)C3=N1	.	.	87.0	-4.3	-5.3	.	-1.1	83.0	-8.0
